DAX1 inh-1 = DAX1 (NR0B1) inhibitors on StAR promoter, primary screen, cell-based, luminescence, SF-1 (NR5A1), full-length DAX-1. HEK293T StAR-luciferase reporter, SF-1/DAX-1 repression relief. AID 652010, 2013. 1.1% of 370,000 active. inhibition, % at 6.8 µM;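 active = inhibition above the mean over all tested compounds plus 3 SD, cut at about 3.6% in these data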;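 also: 0% = DAX-1 cells with DMSO and 100% = cells lacking DAX-1 with DMSO; higher inhibition means more luminescence from relief of DAX-1 repression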
hgDAF-12 ag = H. glycines DAF-12 receptor agonists, primary screen, cell-based, luminescence, HEK293, GAL4 fusion, UAS-luciferase | activation, % at 6.8 µM | 1.8% of 370,000 active | HEK293 GAL4-hgDAF12 UAS-luciferase reporter, agonist luminescence; normalized to butyrate control;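 active = activation above a cutoff set at the mean of all screened compounds plus 3 SD, cut at about 10% in these data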;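 also: 0% = DMSO wells and 100% = sodium butyrate wells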
ssDAF-12 act = S. stercoralis DAF-12 nuclear receptor activators, primary screen, cell-based, luminescence, HEK293, GRIP1 co-expression, lit1-tk-luc. Nuclear hormone receptor DAF-12 (Strongyloides stercoralis). HEK293 ssDAF-12/GRIP1 lit1-tk-luc reporter; % of 3 µM dafachronic acid response. 1% of 370,000 active. activation, % at 6.8 µM;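 active = activation above the mean over all tested compounds plus 3 SD, cut at about 0.9% in these data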;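 also: 0% = DMSO-only wells and 100% = 3 µM delta7-dafachronic acid wells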
proKLK7 act = proKLK7 zymogen activators, primary screen, biochemical, fluorescence intensity; activation, % at 7 µM; AID 652039, 2013; Kallikrein-7 (Homo sapiens), P49862; purified proKLK7, EDANS-DABCYL substrate fluorescence; 100% is mature enzyme control, 0% vehicle; 0.9% of 370,000 active;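 active = activation above the mean of all tested compounds plus 3 SD, computed per campaign excluding outliers beyond control limits, cut at about 13% in these data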
sPLA2-III inh = human group III sPLA2 inhibitors, primary screen, biochemical, QFRET, BODIPY PC-A2 liposome substrate | Group 3 secretory phospholipase A2 (Homo sapiens), Q9NZ20 | QFRET BODIPY PC-A2 liposome hydrolysis, fluorescence | inhibition, % at 12.2 µM | 0.56% of 370,000 active | AID 743126, 2013;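 active = inhibition above mean plus 3 SD of compounds lying within the high and low control bounds, cut at about 19% in these data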;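 also: 0% = median of test compound wells and 100% = no enzyme DMSO wells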
DAX1 inh-2 = DAX1 (NR0B1) inhibitors, primary screen, cell-based, HEK293, Gal4-DAX1, luciferase luminescence | Nuclear receptor subfamily 0 group B member 1 (Homo sapiens), P51843 | HEK293 Gal4-DAX1 luciferase reporter | inhibition, % at 6.75 µM | 0.99% of 340,000 active | AID 504766, 2011;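 active = inhibition above the mean over all tested compounds plus 3 SD, cut at about 4.2% in these data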;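 also: 0% = DAX1-transfected cells with DMSO and 100% = empty-vector control cells with DMSO; inhibition shows as a rise in luminescence from relieved DAX1 repression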
NPR2 activator = human GC-B receptor activators, primary screen, HEK293 GC-B cells, cGMP TR-FRET, EC30 CNP; Atrial natriuretic peptide receptor 2 (Homo sapiens), P20594; 0% at EC30 CNP, 100% saturating CNP; activation, % at 10 µM; 0.11% of 370,000 active; AID 1920062, 2024;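 active = activation at 10 µM reaching about 35% in either raw or pattern-adjusted values, limit read from the data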
Target sequence (P20594 whole entry, looked up): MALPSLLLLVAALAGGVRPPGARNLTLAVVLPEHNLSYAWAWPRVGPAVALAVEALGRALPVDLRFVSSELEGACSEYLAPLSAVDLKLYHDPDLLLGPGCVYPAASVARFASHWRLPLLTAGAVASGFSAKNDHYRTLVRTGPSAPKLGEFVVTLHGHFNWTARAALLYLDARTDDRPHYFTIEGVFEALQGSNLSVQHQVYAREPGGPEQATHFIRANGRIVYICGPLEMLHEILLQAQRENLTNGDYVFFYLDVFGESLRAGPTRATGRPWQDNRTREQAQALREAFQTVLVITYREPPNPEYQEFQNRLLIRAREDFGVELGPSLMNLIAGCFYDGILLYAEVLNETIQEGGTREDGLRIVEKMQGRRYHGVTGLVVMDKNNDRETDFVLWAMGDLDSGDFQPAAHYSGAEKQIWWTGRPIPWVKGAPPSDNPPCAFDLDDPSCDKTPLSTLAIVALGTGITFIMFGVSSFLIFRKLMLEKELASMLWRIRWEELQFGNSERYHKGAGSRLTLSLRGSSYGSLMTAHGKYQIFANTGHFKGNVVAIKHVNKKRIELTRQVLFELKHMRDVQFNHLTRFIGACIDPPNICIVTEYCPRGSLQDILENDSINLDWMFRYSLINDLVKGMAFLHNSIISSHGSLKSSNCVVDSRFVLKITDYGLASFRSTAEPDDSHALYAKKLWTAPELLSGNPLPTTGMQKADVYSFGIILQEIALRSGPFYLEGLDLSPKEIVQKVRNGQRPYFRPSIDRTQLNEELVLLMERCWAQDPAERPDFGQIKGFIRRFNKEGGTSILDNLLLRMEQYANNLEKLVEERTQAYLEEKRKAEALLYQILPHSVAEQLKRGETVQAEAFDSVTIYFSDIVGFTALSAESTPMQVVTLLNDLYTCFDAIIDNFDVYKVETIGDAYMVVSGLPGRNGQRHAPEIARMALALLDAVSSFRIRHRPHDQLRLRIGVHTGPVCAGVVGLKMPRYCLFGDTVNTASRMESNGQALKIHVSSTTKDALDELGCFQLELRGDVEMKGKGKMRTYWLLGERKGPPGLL
hcDAF-12 act = H. contortus DAF-12 nuclear receptor activators, primary screen, cell-based, luminescence, HEK293, lit1-tk-luc reporter | HEK293 hcDAF-12 lit1-tk-luc reporter; 0% DMSO, 100% Δ7-dafachronic acid | activation, % at 6.8 µM | 1.4% of 370,000 active | AID 652067, 2013;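 active = activation above the mean of all tested compounds plus 3 SD, cut at about 5.5% in these data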;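 also: 100% = response to 3 µM Δ7-dafachronic acid high control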
FXN GAA850 act = FXN promoter activators, primary screen, cell-based, luciferase luminescence, HEK293 lucGAA850 | HEK293 lucGAA850 FXN promoter luciferase reporter, 24 h; percent of 10 µM SAHA response | activation, % at 6 µM | 0.56% of 360,000 active | AID 540364, 2011;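 active = activation above the average of all compounds screened plus 3 SD, cutoff fixed separately per campaign, cut at about 7.5% in these data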;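 also: 0% = DMSO wells and 100% = 10 µM SAHA wells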
SMARCA2 act = SMARCA2 (BRM) function activators, primary screen, cell-based, luminescence, high throughput | AID 652017, 2013 | activation, % at 9.1 µM | 1% of 370,000 active | MG213 cells, MMTV-luciferase reporter, dexamethasone, overnight; in the data active = activation above about 7.8%;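 also: 0% = vehicle wells and 100% = reference activator wells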
GC-A act = GC-A stimulated cGMP production enhancers – HEK293 GC-A cells, cGMP TR-FRET, EC30 ANP, primary screen | AID 1671463, 2021 | activation, % at 10 µM | 0% at EC30 ANP, 100% saturating ANP | Atrial natriuretic peptide receptor 1 (Homo sapiens), P16066 | 0.14% of 370,000 active; in the data active = activation above about 40%
* = called active by the depositor; . = not tested or not shown. The order is random; about 6.7% have a hit in one of these screens.

SMILES	DAX1 inh-1	hgDAF-12 ag	ssDAF-12 act	proKLK7 act	sPLA2-III inh	DAX1 inh-2	NPR2 activator	hcDAF-12 act	FXN GAA850 act	SMARCA2 act	GC-A act
CC(=O)c1cccc(NC(=O)C2C3C=CC(C3=C(c3ccccc3)c3ccccc3)C2C(=O)O)c1 (configuration not stated)	0.0	-2.9	-1.5	0.6	-6	1.3	-1	-0.3	0.3	-1	-4
COc1ccc(S(=O)(=O)NCc2cccnc2)cc1NC(=O)c1ccc(Cl)cc1	-1.1	0.2	-0.6	-0.2	-2	-0.5	6	-1.1	0.6	0	1
C/C(=N/NS(=O)(=O)c1ccc(Cl)cc1)c1ccncc1	0.0	-1.4	-0.3	0.2	1	0.2	2	-0.8	2.3	2	2
COc1ccc(CCC(=O)OCC(=O)N(C)c2c(N)n(Cc3ccccc3)c(=O)[nH]c2=O)cc1	1.4	2.0	-0.7	0.0	9	0.2	-2	-0.5	-0.9	-4	0
O=S(=O)(c1ccccc1)N1CCCc2nc(-c3ccc(Br)cc3)ccc21	-0.5	-0.4	-1.4	1.1	15	.	-1	-0.1	.	-9	5
CC(C)CN(C(=O)c1cccs1)C1CCS(=O)(=O)C1 (configuration not stated)	-0.2	1.7	-1.5	-0.9	7	2.3	-1	-0.1	0.9	5	3
Cc1ccc(OC(=O)C(C)c2cccc(C(=O)c3ccccc3)c2)cc1 (configuration not stated)	-0.2	0.6	-1.4	0.5	8	-0.2	4	2.5	0.5	-2	1
O=C(Cc1cc(=O)[nH]c(=O)[nH]1)NCCN1CCOCC1	-0.1	-0.1	-0.7	1.1	15	0.4	3	1.2	1.1	0	8
CCCN1CCc2c(sc3nc(SC)n(-c4ccccc4)c(=O)c23)C1	-0.5	-2.6	-1.2	-7.8	0	-0.5	-4	0.7	-0.2	-2	3
COc1ccc(C(=O)Nc2nc(N)n(-c3ccccc3)n2)cc1OC	0.0	-2.4	-0.1	-0.3	10	0.5	6	-1.3	-1.2	-3	4
Cc1ccc(S(=O)(=O)N2CCCCC2)cc1NC(=O)C1=NN(c2ccccc2)C(=O)CC1	-0.7	-1.1	-1.0	0.7	2	-0.5	-1	-1.6	2.6	0	1
CCc1nc2c(OCc3ccccc3C(=O)OC)cccn2c1N(C)C(=O)c1cccs1	-1.4	-1.8	-1.9	0.1	7	.	-1	-2.4	-4.3	-4	1

Brought forward from above: three compounds, then new ones.
SMILES	DAX1 inh-1	hgDAF-12 ag	ssDAF-12 act	proKLK7 act	sPLA2-III inh	DAX1 inh-2	NPR2 activator	hcDAF-12 act	FXN GAA850 act	SMARCA2 act	GC-A act
COc1ccc(C(=O)Nc2nc(N)n(-c3ccccc3)n2)cc1OC	0.0	-2.4	-0.1	-0.3	10	0.5	6	-1.3	-1.2	-3	4
Cc1ccc(S(=O)(=O)N2CCCCC2)cc1NC(=O)C1=NN(c2ccccc2)C(=O)CC1	-0.7	-1.1	-1.0	0.7	2	-0.5	-1	-1.6	2.6	0	1
CCc1nc2c(OCc3ccccc3C(=O)OC)cccn2c1N(C)C(=O)c1cccs1	-1.4	-1.8	-1.9	0.1	7	.	-1	-2.4	-4.3	-4	1
CCCOC1(NC(=O)c2ccccc2)C(C)=CC(=O)C=C1C	0.6	-0.3	-1.5	-0.4	9	1.6	7	0.6	-0.8	-2	2
CCOc1cccc2sc(=NC(=O)CCS(=O)(=O)c3ccccc3)n(CC)c12	-2.6	3.2	-1.2	-0.7	4	0.0	1	-0.3	-1.1	-1	0
COc1cc(NS(=O)(=O)c2ccc(-c3ccc(=O)[nH]n3)o2)cc(OC)c1OC	0.2	0.9	-1.5	0.8	7	-0.2	2	1.6	0.4	-1	1
O=C(c1cc2ccccc2oc1=O)N(Cc1cccs1)C1CCS(=O)(=O)C1 (configuration not stated)	1.1	7.4	0.6	-0.1	1	1.4	-4	5.8*	2.1	6	-2
COC(=O)C(C)Oc1ccc(Oc2nc(Cl)ccc2Cl)cc1 (configuration not stated)	0.3	1.6	-1.6	-0.2	-1	1.1	-3	-0.8	-0.6	-3	0
Cc1nc2nc(-c3ccc(F)cc3)cn2nc1C	3.2	14*	0.1	67*	-2	0.0	-2	7.1*	4.0	2	6
CCC1CCCCN1CC(O)Cn1c2ccccc2n2c(=O)cc(C)c(C#N)c12 (configuration not stated)	0.3	4.7	-0.8	0.8	13	1.1	7	0.3	2.5	4	-1
COc1ccc(Cn2nnnc2CN2CCC(O)(c3ccccc3F)CC2)cc1	1.0	0.1	-2.1	-0.7	-9	-0.3	-3	-1.4	0.2	2	1
CNC(=O)c1cn(-c2ccccc2)c(=O)c2ccccc12	0.2	0.0	-0.9	0.4	7	0.5	2	0.5	0.3	0	-3
CCOc1ccc2nc(N3CCC(C(=O)NCCCN4CCOCC4)CC3)sc2c1	0.3	12*	-0.8	-0.6	1	1.8	-2	1.5	5.4	6	-1
O=C(NCC(c1ccc(F)cc1)N1CCOCC1)c1ccc(C(=O)c2ccccc2)cc1 (configuration not stated)	0.2	-3.2	-1.9	1.1	-12	-2.0	1	-1.0	-2.4	-4	5
O=C(COc1ccccc1[N+](=O)[O-])Nc1cccc(Cl)c1N1CCOCC1	-3.9	-2.9	-1.8	-0.3	5	-0.2	-2	-3.2	-4.6	0	-2
CCc1ccc(CSc2nccn2-c2ccccc2)cc1	-0.2	-1.9	-1.2	0.7	-1	-0.4	-3	-2.3	1.0	1	-4
Cc1ccc2c(c1)[nH]c1c(=O)n(Cc3ccccn3)cnc12	1.1	2.6	0.1	-0.1	7	0.5	-5	0.5	4.0	4	1
O=C(COc1cc2oc(=O)c3c(c2cc1Cl)CCCC3)NCC1CCC(C(=O)O)CC1 (configuration not stated)	-0.5	-0.1	-1.0	-0.3	2	0.3	-4	-0.7	0.7	0	-4
COc1ccc(/C=N/NC(=O)CN(C)C(=O)OCc2ccccc2)cc1OC	0.1	-0.1	-0.9	0.5	-3	-1.7	-3	1.5	1.9	-1	7
C/C(Nc1ccc(Cl)cc1)=C1/CCOC1=O	0.3	0.8	-0.9	0.2	0	0.6	2	1.4	1.5	-2	-1
N=C1S/C(=C\c2ccco2)C(=O)N1c1nccs1	-0.1	7.2	-0.5	-0.4	-10	2.6	-1	1.6	3.2	-10	7
CC(C)(C)C(=O)/C=C/c1ccc(Oc2ccccc2)cc1	-0.1	1.5	-0.6	0.0	5	2.4	-1	1.4	3.8	2	1
Cc1ccc(S(=O)(=O)C2(C(=O)N3CCN(c4ccccc4F)CC3)CC2)cc1	-0.4	-2.0	-0.6	0.0	3	-0.1	5	-2.0	-0.8	0	3
CC1CN(C(c2cccs2)c2sc3ncnn3c2O)CC(C)O1 (configuration not stated)	0.3	-0.9	-0.6	-0.1	5	-1.0	-5	-1.0	1.9	-1	0
Cn1ccc(NC(=O)Nc2cccc(C(F)(F)F)c2)n1	-0.1	-0.9	-0.9	0.2	-4	1.0	0	-1.1	2.6	-5	3
CCOc1ncccc1C(=O)N=C1SCCN1C(=O)c1cccnc1OCC	-0.8	0.5	-1.7	0.0	-4	-0.6	1	0.0	3.6	-3	0
CCOC(=O)c1ccc(N2CN(C3CCCCC3)CNC2=S)cc1	-1.1	-2.0	-0.9	-0.2	13	0.3	2	0.7	-1.6	-1	3
O=C(c1cc2nc(-c3ccccc3)cc(-c3ccccc3)n2n1)N1CCCC1	0.0	-6.1	-1.6	-2.7	-4	2.0	4	-1.4	1.7	0	-5
O=C(c1ccc(Cn2cc(Br)cn2)cc1)N1N=C(C(F)F)CC1(O)C(F)F (configuration not stated)	0.1	-0.7	-1.3	0.5	5	-1.2	-2	-2.2	-2.8	-2	1
O=C1OCC/C1=C\c1ccc(O)cc1	-0.2	0.2	-1.5	-1.8	3	1.6	5	1.7	0.7	-4	-3
Cc1ccccc1OCC(=O)N/N=C/c1ccc(Sc2nc3ccccc3s2)o1	-0.3	3.0	-1.3	-0.2	3	0.2	2	-0.7	-1.0	2	7
O=C(COC(=O)c1ccc(S(=O)(=O)N2CCCCC2)cc1)NCc1ccccc1	1.3	-3.3	-0.2	0.0	9	0.6	0	-0.8	0.5	-4	-5
Cc1ccc(-n2c(SCC(=O)Nc3ccc4c(c3)OCCO4)nnc2-c2ccccn2)cc1	0.1	3.7	-1.1	0.3	-3	.	-7	-2.1	.	-4	-5
CC1(C)C2CCC1(CS(=O)(=O)N1CCOCC1)C(=O)C2 (configuration not stated)	0.2	1.7	-1.4	0.0	0	0.1	7	0.6	-0.4	-4	-4
Cc1ccc(C)c(N2CCN(C(=O)Cn3cccc3)CC2)c1	-0.3	-2.6	-1.9	-0.4	-12	0.8	5	-1.2	-1.6	-2	-2
COc1ccc(CNC(=O)CN(Cc2ccc(OC)cc2)C(=O)c2csnn2)cc1	-1.3	0.5	-0.8	0.0	1	-0.2	-3	-0.8	-1.5	0	-6
CS(=O)(=O)Nc1nc2n(n1)C(c1ccc(F)cc1)CC(c1ccccc1)N2 (configuration not stated)	0.5	4.1	-0.7	0.7	6	-1.0	0	-0.5	0.4	-2	6
c1ccc(-c2ccc(C3CCCN3)cc2)cc1 (configuration not stated)	0.0	0.5	-1.8	-0.2	-1	0.6	-1	0.6	3.0	2	-3
CCCCCCCCNC(=O)c1cnsn1	0.3	0.6	-1.9	0.3	2	1.0	5	-1.8	3.4	2	2
COC(=O)c1sc(NC(=O)c2ccc(C)o2)nc1C	1.6	14*	0.2	0.8	-1	-0.7	-4	2.4	5.6	3	1
CC(C)=CCC/C(C)=C/CNC(=O)C[C@H]1C[C@H](C(=O)N2CCCCC2)[C@@]2(C)c3[nH]c4ccc(Cl)cc4c3CCN2C1=O	1.7	-1.1	-0.7	0.5	0	1.4	-15	0.1	-0.8	-2	-9
CC(=O)Nc1c(O)nc(SCC(=O)Nc2c(C)cccc2C)[nH]c1=O	0.6	-1.1	-0.8	-0.2	5	0.1	6	0.2	-1.1	-5	2
C=CCN(CC#Cc1ccc(C)cc1)Cc1ccc(OC)cc1OC	-1.3	0.2	-0.7	-0.6	-5	.	0	1.0	.	0	-2
CNc1ccccc1C(=O)OC(C)C(=O)Nc1ccc(S(=O)(=O)N2CCCC2)cc1 (configuration not stated)	-1.3	-4.1	-1.0	-18	-28	-0.2	-4	0.3	-1.0	-1	-2
Cc1noc(C)c1COC(=O)/C=C/c1ccccc1Cl	-0.6	-0.2	-1.5	-0.1	-3	-0.5	-1	-0.6	-1.9	-3	-2
